# High-throughput results (PubChem)
# INS-1E GSIS act: GLuc luminescence reporter in INS-1E cells, primary screen for activators of glucose-dependent secretion of insulin; INS-1E GLuc reporter insulin secretion, 2-3 h; activation, % at 16.6 µM; actives 0.61% (n = 370,000);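 active means lowest replicate activation of at least 40%, so every replicate reaches that level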;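 further: 0% = median of neutral control wells and 100% = median of IBMX positive control wells; some compounds called inactive have numbers as strong as hits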
# XiGFP reactiv: activators of X-chromosome reactivation in mouse fibroblasts. XiGFP mouse fibroblasts, % GFP-positive cells imaging, 3 d; cells co-treated with 5-aza-dC sensitizer; scaled so ellipticine positive control = 100%. activation, % at 7.58 µM. actives 0.055% (n = 360,000). AID 743238;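 active means mean normalized replicate activation at least 10% and every replicate at or above 10%; inconclusive means only one of the two criteria met; inactive means mean below 10% and not all replicates reach 10%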;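 further: 0% = median of on-plate neutral control wells and 100% = ellipticine 6 µM median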
#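 System: 68-5-11 XiGFP fibroblast line | Buffer or medium: DMEM containing 5-aza-dC | Compound: Single point | Times: Compounds 3 days, fix/stain 15 min at room temperature | Benchmarks: Positive control ellipticine, 6 µM final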
# DENV2 CPE: DENV2-induced cell death inhibition; DENV2-infected cells, cytopathic effect rescue, plate reader; CPE inhibition, % at 9.99 µM; actives 1.7% (n = 350,000); AID 651640; in the data active means CPE inhibition above about 20%, passing the limit was not always enough; inconclusive means no clear call, values can overlap the other calls; tested in BHK-21 cells;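 further: 0% = median of neutral control wells and 100% = median of positive control wells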
# E-selectin induc: E-selectin induction on HUVECs; P16581; HUVEC E-selectin immunofluorescence imaging; normalized: neutral wells 0, TNF-alpha wells 100; activation, % at 7.58 µM; actives 0.37% (n = 260,000); AID 686992;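 active means mean E-selectin-positive cell signal at least 10% of the positive control, reached in at least 60% of replicates, without over 20% cell loss; inconclusive means no rule given, readout overlaps actives, possibly toxicity-flagged; inactive means the rest, including those meeting only one limit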;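 further: in these data hits start at about 27%; measured in HUVEC primary endothelial cells; signal is the percent of cells scored E-selectin positive by PE staining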
#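 System: HUVEC / Compound: single concentration / Signal: immunofluorescence imaging / Read-out: percent E-selectin-positive cells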
# Casp6 inh: caspase-6 (human) enzyme inhibition; P55212; actives 0.53% (n = 350,000); AID 686996; inhibition, % at 12.5 µM; purified caspase-6, Z-VEID-R110 cleavage fluorescence;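 active means mean inhibition across replicates at least about 35%, with every replicate also reaching that limit, limit read from the data; inconclusive means only one of the two criteria met; inactive means neither criterion met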;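 further: 0% = median of neutral control wells and 100% = no fluorescence left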
# Target sequence (P55212 24-179 limits assumed): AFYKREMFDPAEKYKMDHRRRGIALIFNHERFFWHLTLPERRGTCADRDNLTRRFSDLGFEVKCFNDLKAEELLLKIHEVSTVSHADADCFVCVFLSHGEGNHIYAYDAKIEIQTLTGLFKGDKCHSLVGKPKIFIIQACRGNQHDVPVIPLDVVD
# Target sequence (P55212 194-293 limits assumed): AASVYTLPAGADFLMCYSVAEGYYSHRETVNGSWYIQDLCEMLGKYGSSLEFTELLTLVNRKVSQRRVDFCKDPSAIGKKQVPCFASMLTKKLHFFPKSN
# CFTR F508del cor: CFTR F508del correction in bronchial cells; CFBE cells, YFP halide quenching; stimulated with forskolin plus potentiator P3; % fluorescence drop versus neutral controls; activity (quench increase), % at 7.58 µM; actives 0.36% (n = 350,000); AID 720511;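 active means mean added fluorescence quench of at least 8% versus neutral control, with both replicates also reaching 8%; inconclusive means only one of the mean or replicate conditions met; inactive means mean below 8% and not both replicates reaching 8%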;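 further: cells transiently co-express mutant CFTR-F508del with the halide-sensitive YFP; corrector assay measuring rescue of mutant channel to the surface after 24 h compound exposure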
# RAD54 branch: blocks human RAD54 Holliday junction branch migration | inhibition, % at 10.4 µM | Q92698 | actives 0.14% (n = 360,000) | AID 602329 | FAM/BHQ fluorescence;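 active means mean normalized replicate activity at least 40 and at least half of replicates scoring 40 or more; inconclusive means only one of the two criteria met; inactive means mean below 40 and under half of replicates reaching 40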;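 further: 0% = median of neutral control wells and 100% = median of positive control wells; inhibitors cause a drop in the FAM fluorescence signal; in these data hits start at about 50%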
# RAD52 anneal inh: inhibitors of human RAD52 DNA annealing. actives 0.46% (n = 360,000). AID 651710. recombinant RAD52 DNA annealing, FRET fluorescence. inhibition, % at 18.7 µM. P43351;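 active means every replicate showing at least 50% inhibition; inconclusive means mean inhibition at least 50% but not in every replicate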
# Target sequence (P43351 whole entry, looked up): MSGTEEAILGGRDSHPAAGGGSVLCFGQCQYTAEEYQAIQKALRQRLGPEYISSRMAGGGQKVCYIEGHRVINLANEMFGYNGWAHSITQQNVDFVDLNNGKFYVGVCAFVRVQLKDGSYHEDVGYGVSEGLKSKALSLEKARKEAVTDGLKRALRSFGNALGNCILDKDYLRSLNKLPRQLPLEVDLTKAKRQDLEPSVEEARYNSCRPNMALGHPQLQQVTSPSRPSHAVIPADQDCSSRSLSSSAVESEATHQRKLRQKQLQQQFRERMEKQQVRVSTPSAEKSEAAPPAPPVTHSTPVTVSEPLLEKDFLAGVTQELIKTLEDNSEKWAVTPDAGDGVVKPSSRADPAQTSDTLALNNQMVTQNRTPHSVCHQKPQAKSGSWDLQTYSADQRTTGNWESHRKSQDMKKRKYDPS
# Active calls of the source: *; ? = inconclusive; nt = no result given.
SMILES | INS-1E GSIS act | XiGFP reactiv | DENV2 CPE | E-selectin induc | Casp6 inh | CFTR F508del cor | RAD54 branch | RAD52 anneal inh
c1cncc(-c2nc(NCc3ccc4c(c3)OCO4)c3ccccc3n2)c1 | 0 | 0.4 | 1 | nt | 1 | 3.6 | nt | -20
CCOc1ccc([C@@H]2CC=C(C(=O)O)CN2S(=O)(=O)c2ccc(C)cc2)cc1 | nt | 0.0 | -3 | -0.2 | -2 | -4.5 | -8 | -1
CCOC(=O)C1C(C(=O)OC)=C(c2ccc(OC)cc2)c2ccccc2N1S(=O)(=O)C(F)(F)F (centres undefined) | -26 | 0.1 | 15 | 8.4 | -2 | 0.1 | 9 | -13
Cc1cc(F)ccc1C(O)c1ncc(-c2cccc(F)c2)[nH]1 (centres undefined) | -14 | 0.1 | -4 | 3.5 | 6 | 1.8 | 9 | -6
CCOC(=O)C1=C(O)/C(=C\c2cc(C)n(-c3ccccc3F)c2C)N=C1C | 10 | 0.0 | -2 | -0.4 | 3 | 1.7 | -6 | -70
CC1CCCC(NC(=O)CCC(=O)NCc2ccccc2)C1C (centres undefined) | 2 | 0.0 | 14 | -0.1 | -2 | -3.7 | 2 | 4
CC(C)C(=O)Nc1ccc(NC(=O)c2ccc(COc3ccccc3)cc2)cc1 | 7 | 0.0 | 0 | 0.1 | -2 | 2.6 | -11 | -8
COC(=O)c1c(C(=O)OC)c2c(-c3ccccc3)cc3cccc1n32 | 9 | 1.6 | 0 | 0.1 | -2 | -3.1 | -2 | -167
CCc1ccccc1NC(=O)NCCN1CCCCC1 | 2 | 0.0 | -4 | -0.1 | 0 | -4.6 | -1 | -13
CO[C@@H]1CN(C)C(=O)c2ccc(NC(C)=O)cc2OC[C@H](C)N(Cc2cccnc2)C[C@H]1C | 2 | 0.0 | nt | -0.4 | nt | -1.1 | nt | nt
COc1ccccc1CN1C[C@@H]2C[C@@H](C3=Cc4cc(Cl)ccc4OC3)N3CCC[C@@]23C1=O | -9 | 0.2 | 1 | 0.1 | 0 | 0.3 | nt | -29
N#CC(C#N)=C1CCCc2sccc21 | 3 | 0.1 | 3 | 0.7 | -2 | 0.6 | 0 | -6

# By substructure, the compounds so far with fluorine
SMILES | INS-1E GSIS act | XiGFP reactiv | DENV2 CPE | E-selectin induc | Casp6 inh | CFTR F508del cor | RAD54 branch | RAD52 anneal inh
CCOC(=O)C1C(C(=O)OC)=C(c2ccc(OC)cc2)c2ccccc2N1S(=O)(=O)C(F)(F)F (centres undefined) | -26 | 0.1 | 15 | 8.4 | -2 | 0.1 | 9 | -13
Cc1cc(F)ccc1C(O)c1ncc(-c2cccc(F)c2)[nH]1 (centres undefined) | -14 | 0.1 | -4 | 3.5 | 6 | 1.8 | 9 | -6
CCOC(=O)C1=C(O)/C(=C\c2cc(C)n(-c3ccccc3F)c2C)N=C1C | 10 | 0.0 | -2 | -0.4 | 3 | 1.7 | -6 | -70

# New compounds follow
SMILES | INS-1E GSIS act | XiGFP reactiv | DENV2 CPE | E-selectin induc | Casp6 inh | CFTR F508del cor | RAD54 branch | RAD52 anneal inh
CCCSCC(=O)Nc1ncc2c(n1)-c1ccccc1CC2 | 15 | 0.0 | -4 | nt | 7 | -0.5 | nt | -79
O=C(Nc1cc(F)ccc1F)N1C[C@@H]2[C@H](c3ccccc31)[C@H](CO)N2Cc1ccncc1 | 1 | 0.0 | -5 | 0.3 | 2 | -2.9 | -2 | -25
COc1ccc(C(=O)OCc2ccccc2C#N)cc1S(=O)(=O)N1CCOCC1 | nt | 0.3 | 2 | 0.0 | 4 | -0.3 | -9 | -15
COC(=O)C1=C(C(=O)OC)[C@@H]2N(C)c3ccc(OC)cc3[C@@]23C[C@@H](C(=O)OC)N(C(=O)c2ccco2)C3=N1 | -1 | 0.1 | -15 | 0.0 | -3 | 3.3 | -7 | -3
CCc1ccc(NC(=O)C2C3CCC(O3)C2C(=O)O)cc1 (centres undefined) | -23 | 0.0 | -3 | nt | 1 | -3.3 | -3 | -9
Cc1ccc(S(=O)(=O)N(C)C[C@@H]2Oc3ccc(NC(=O)Cc4ccccc4)cc3C(=O)N([C@H](C)CO)C[C@H]2C)cc1 | -9 | 0.2 | 4 | -0.5 | 0 | -1.1 | 14 | 15
CO[C@@H]1CN(C)C(=O)c2cc(NC(=O)C3CC3)ccc2OC[C@@H](C)N(CC2CC2)C[C@@H]1C | 23 | 0.3 | 14 | -0.1 | 6 | 2.2 | -4 | 6
CC(=O)c1ccc(NC(=O)c2cc(Cl)sc2Cl)cc1 | -28 | -0.1 | -6 | -0.2 | 2 | nt | nt | -20
COc1ccc(/C=N/N2CCOCC2)cc1COc1ccc(F)cc1 | -1 | 0.0 | 0 | nt | 2 | -5.6 | -9 | -22
COC(=O)C(CCSC)NC(=O)Cn1ncc2c(=O)oc3ccccc3c21 (centres undefined) | 11 | 0.0 | 8 | 2.4 | -1 | -2.3 | 4 | -6
O=C(Nc1cc(F)ccc1F)N1CCCCN2[C@H](CO)[C@H](c3ccc(C4=CCCCC4)cc3)[C@@H]2C1 | -7 | 0.0 | 10 | -0.3 | -1 | 0.7 | 25 | 31
COc1ccc(-c2csc(C(C)(O)c3cccc(F)c3)n2)cc1 (centres undefined) | -19 | 0.0 | 3 | 0.7 | 1 | -5.8 | 4 | 3

# Later entries.
Molecule	INS-1E GSIS act	XiGFP reactiv	DENV2 CPE	E-selectin induc	Casp6 inh	CFTR F508del cor	RAD54 branch	RAD52 anneal inh
CCCCCCCc1c(O)nc(SCC(=O)O)[nH]c1=O	21	-0.1	7	1.4	0	0.5	nt	-12
CC(=O)/C(N=Nc1ccc2c(c1)OCCO2)=C(\C)O	-3	0.0	-1	nt	2	-1.2	nt	-44
CCc1ccc(N2CC(C(=O)Nc3cccc(C(=O)NC4CC4)c3)CC2=O)cc1 (centres undefined)	12	0.2	3	4.4	3	-2.6	-5	-13
Cc1ccc(NC(=O)CCC(=O)NNC(=O)NC23CC4CC(CC(C4)C2)C3)cc1C	1	0.2	3	0.1	-2	-0.7	nt	-1
COc1ccc(NC(=S)NC2CC3CCCC(C2)N3C2CC2)cc1 (centres undefined)	8	0.4	0	7.6	-4	1.4	nt	-3
C[C@@H]1CN([C@H](C)CO)C(=O)c2cc(C#CCN(C)C)cnc2O[C@@H]1CN(C)Cc1ccc(F)cc1	1	-0.7	-5	-0.4	1	-2.1	9	7
C/C(=N/N1CCN(Cc2cccc3ccccc23)CC1)c1ccco1	-16	0.0	0	0.1	2	-1.3	nt	-2
Cc1ccccc1COc1ccc(-c2nn[nH]n2)cc1	-2	0.0	6	nt	1	-0.2	-28	-9
C[C@@H]1CN([C@@H](C)CO)C(=O)c2cccc(NS(=O)(=O)c3ccccc3)c2O[C@@H]1CN(C)Cc1ccc(Oc2ccccc2)cc1	-19	0.0	-7	-0.2	-1	1.7	-10	21
Cc1nnc(NC(=O)c2c(F)cccc2F)s1	0	0.0	15	1.0	-1	-5.3	10	-16
O[C@H]1CN(CC2CCCCC2)[C@@H](c2ccccc2)C[C@@H]1n1cc(C2CC2)nn1	-46	0.2	4	-0.5	1	-4.5	9	-23
C=CCn1cc(F)c(=O)n(CC=C)c1=O	-17	0.0	-5	1.4	1	2.0	-6	-6
Cc1cccc(OCC(=O)N=Nc2c(O)[nH]c3ccc([N+](=O)[O-])cc23)c1	14	0.1	1	0.2	2	0.4	nt	-6
O=C(C[C@H]1CC[C@@H](NS(=O)(=O)c2ccc(F)cc2)[C@@H](CO)O1)NC1CCC1	17	0.0	10	0.0	5	-1.2	-10	11
COc1cccc(OC)c1-c1cnc(NC(C)=O)cn1	5	0.0	24*	-0.1	-3	1.2	7	-12
CCc1sc(C(=O)NNC(=O)c2cncc(Br)c2)cc1C	-1	0.0	?	1.4	-5	-2.0	1	-11
C[C@H](CO)N1C[C@H](C)[C@@H](CN(C)C(=O)Nc2ccc(F)cc2)Oc2ccc(NS(=O)(=O)c3cccs3)cc2CC1=O	-10	0.0	12	0.1	0	1.4	5	2
O=C(NCCO[N+](=O)[O-])c1cccnc1	-4	-0.1	-1	0.1	nt	4.3	37	43
C[C@@H]1CN([C@@H](C)CO)C(=O)c2cc(-c3cccc(F)c3)cnc2O[C@H]1CN(C)C(=O)C1CCC1	-4	0.1	-2	-0.9	2	-4.0	-4	7
CCOc1ccc(NC(=O)CCC(=O)c2ccc(OC)cc2)cc1	-6	0.0	10	0.5	2	-2.8	-8	-9
C[C@@H]1CN([C@@H](C)CO)C(=O)Cc2cc(NC(=O)Cn3cnnn3)ccc2O[C@@H]1CN(C)Cc1ccc(C(=O)O)cc1	12	-1.3	-3	-3.8	0	-0.4	5	3
Cc1cc(C(=O)CSc2cccc[n+]2[O-])c(C)n1-c1ccccc1	-12	0.0	-3	nt	0	-1.9	nt	3
CCCCCCOc1ccc(N2C(=O)CC(SCCN)C2=O)cc1 (centres undefined)	-19	0.0	4	nt	5	1.2	2	17
C[C@@H]1CCCCO[C@H](CN(C)C(=O)C2CCCCC2)[C@H](C)CN([C@H](C)CO)C(=O)c2cc(N(C)C)ccc2O1	-3	0.1	nt	10	nt	-3.0	nt	nt
CN1C(=O)c2cc(NC(=O)c3cscn3)ccc2OC[C@@H]2O[C@@H](CC(=O)N3CCCCC3)CC[C@@H]21	5	-0.1	nt	-0.1	-5	-0.3	-11	-18
Cc1ccc(NC(=O)C2CC(=O)Nc3ncnn32)cc1Cl (centres undefined)	0	-0.1	-5	1.4	2	0.9	-7	-13
CCOC(=O)N(C)[C@H]1C[C@H]2c3cc(-c4ccccc4C)ccc3CCN2C[C@H]1[C@H](C)O	-44	0.4	14	-0.2	-5	1.7	nt	8
COc1cc2oc(=O)cc(-c3ccc(-c4ccc(OC(F)(F)F)cc4)cc3)c2c(OC)c1OC	3	0.2	1	nt	2	-1.9	-14	-5
C[C@@H]1C=C(C(=O)NC2CC2)O[C@H](OCc2ccc(CO)cc2)C1	-1	0.0	4	-0.1	-4	5.4	-9	-5
O=C(c1cc(F)ccc1F)C1CCCN(C(=O)c2ccc(F)cc2Cl)C1 (centres undefined)	-14	0.1	-3	0.0	-6	-0.5	-13	-1
COc1ccc(C(=O)NCC(c2cccnc2)N2CCN(c3ccc(F)cc3)CC2)cc1OC (centres undefined)	16	-0.1	5	-0.7	-1	-1.1	-12	-10
CC[C@@H]1C(c2ccccc2)=NN(c2ccccc2)[C@H]1C(=O)N1CCOC1=O	-18	-0.1	1	0.1	0	0.3	-15	-188
COC(=O)C1=C(O)/C(=C\c2ccc(OCC(=O)Nc3ccc(OC)cc3)cc2)N=C1C	-3	0.2	6	nt	0	-0.6	3	-25
CCNC(=O)[C@H]1[C@H](CO)[C@H]2Cn3c(ccc(-c4ccncc4)c3=O)[C@H]2N1Cc1cc(F)ccc1F	4	0.2	-4	0.0	8	0.8	nt	1
Cc1ccc(C(=O)NC(C)c2ccc(C)c(C)c2)s1 (centres undefined)	nt	0.0	3	nt	2	0.4	nt	-16
